GRP78 ERSR act – qHTS for Inducers of the Endoplasmic Reticulum Stress Response (ERSR) in Human Glioma: qHTS; Potency, µM, for inactives: top-dose activation, usual class: activators; actives 0.02% (n = 420,000); U87-MG GRP78 promoter luciferase reporter, 16 h; also: potency is read from the fitted curve at half-maximal effect; series mostly up to about 76 µM; % of control where 0% means no effect; nearly all actives have a fitted effect of over 35% in size
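ERSR induction read as luciferase luminescence (Bright-Glo, 10 min at room temperature) in stably transfected human U87-MG glioma cells exposed to compounds for 16 h, using GRP78 as sensor.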
Pol kappa inh – qHTS for Inhibitors of Polymerase Kappa; purified Pol kappa, fluorescent DNA synthesis assay, 10 min; actives 0.53% (n = 400,000); Potency, µM (top dose mostly 107 µM), for inactives: top-dose activity, negative = inhibition, actives largely listed as inhibitors; DNA polymerase kappa (Homo sapiens), Q9UBT6; AID 588579, 2011; also: potency is read from the fitted curve at half-maximal effect; % is scaled to controls: 0 for no effect and ±100 for the full control effect
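Inhibition of 10 nM Pol kappa is measured by a fluorescent read-out at 0 and 10 min following addition of 50 nM substrate (final), with a 15-min room-temperature compound preincubation.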
Pol eta inh – qHTS for Inhibitors of Polymerase Eta; DNA polymerase eta (Homo sapiens), Q9Y253; recombinant Pol eta, fluorescent DNA replication assay; Potency, µM (highest dose often 114 µM), for the others: at the top dose activity change, negative = inhibition, hits mostly inhibitors; actives 1.2% (n = 390,000); also: potency is read from the fitted curve at half-maximal effect; % is scaled to controls: 0 for no effect and ±100 for the full control effect
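Fluorescent replication assay: 50 nM final substrate added after a 15 min room-temperature compound preincubation with 10 nM enzyme. Signal taken at 0 min and again at 10 min.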
Apoferritin bind – qHTS Assay for Identification of Novel General Anesthetics. Ferritin light chain (Equus caballus), P02791. apoferritin/1-aminoanthracene competitive binding, fluorescence. Potency, µM (series often up to 77.5 µM), for the others: at the highest dose activity change, negative = displacement, usual class: inhibitors. actives 0.074% (n = 350,000). AID 485281, 2010; also: potency is read from the fitted curve at half-maximal effect; % is scaled to controls: 0 for no effect and ±100 for the full control effect; nearly all actives have a fitted effect of over 20% in size
Target sequence (P02791 2-175 limits assumed): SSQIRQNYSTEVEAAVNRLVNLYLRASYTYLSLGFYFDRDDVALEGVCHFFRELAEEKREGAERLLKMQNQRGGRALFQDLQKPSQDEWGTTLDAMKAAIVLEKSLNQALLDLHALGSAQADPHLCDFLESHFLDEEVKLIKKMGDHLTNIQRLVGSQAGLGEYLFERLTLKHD
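Steps: apoferritin (10 uM) was premixed with half-saturated 1-AMA in PBS, compounds were pin-transferred, plates stood 10 min at room temperature, fluorescence was read at 380/535 nm, and curves were fitted with a Hill equation.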
POLI inh – qHTS for Inhibitors of Polymerase Iota | DNA polymerase iota (Homo sapiens), Q9UNA4 | Potency, µM (doses to about 115 µM), for inactives: at the highest dose activity, negative = inhibition, most hits filed as inhibitors | Pol iota fluorescent replication assay, 10 min | actives 1% (n = 390,000); also: potency is read from the fitted curve at half-maximal effect
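Pol iota at 10 nM preincubated 15 min with compounds at room temperature; reaction started with fluorescent substrate, 50 nM final. Fluorescence read kinetically at 0 and 10 min; buffer-only wells as negative control.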
APE1 inh – qHTS Assay for Inhibitors of the Human Apurinic/apyrimidinic Endonuclease 1 (APE1); recombinant APE1, TAMRA/BHQ-2 abasic DNA cleavage fluorescence; Potency, µM (titrated, usually from 65.8 µM), without a hit: top-dose activity change, negative = inhibition, usual class: inhibitors; actives 0.35% (n = 350,000); AID 2517, 2012;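 also: potency is read from the fitted curve at half-maximal effect; plate controls were vehicle for no effect and reference inhibitor for full effect; nearly all actives have a fitted effect of over 55% in size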
Target sequence (P27695 whole entry, looked up): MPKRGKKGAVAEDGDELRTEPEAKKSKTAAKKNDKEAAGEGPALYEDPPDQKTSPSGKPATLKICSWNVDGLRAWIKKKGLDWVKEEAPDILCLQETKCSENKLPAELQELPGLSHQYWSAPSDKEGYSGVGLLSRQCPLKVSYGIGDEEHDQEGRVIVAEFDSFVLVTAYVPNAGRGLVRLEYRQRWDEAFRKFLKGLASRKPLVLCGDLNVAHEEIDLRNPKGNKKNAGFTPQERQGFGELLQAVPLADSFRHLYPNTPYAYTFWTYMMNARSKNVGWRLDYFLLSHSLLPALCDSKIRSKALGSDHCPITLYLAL
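Incision of a quenched TAMRA/BHQ-2 THF abasic-site duplex (50 nM) by 0.75 nM APE1, after 15 min compound preincubation, measured as fluorescence increase over three 60 s reads. Values normalized to buffer, DMSO and NSC13755 control wells.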
BLM inh – qHTS Assay for Inhibitors of Bloom's syndrome helicase (BLM); recombinant BLM DNA unwinding, fluorescence dequenching; Potency, µM (titrated, usually from 56.1 µM), without a hit: at the highest dose activity change, negative = inhibition, usual class: inhibitors; actives 0.2% (n = 350,000);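 also: potency is read from the fitted curve at half-maximal effect; plate controls were vehicle for no effect and no enzyme for full effect; nearly all actives have a fitted effect of over 35% in size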
POLB inh – qHTS Assay for Inhibitors of DNA Polymerase Beta; P06746; Pol beta primer extension/strand displacement, fluorescence kinetic; Potency, µM (top dose mostly 114 µM), without a hit: top-dose activity change, negative = inhibition, hits mostly inhibitors; actives 1.3% (n = 340,000); AID 485314, 2010; also: potency is read from the fitted curve at half-maximal effect; % is scaled to controls: 0 for no effect and ±100 for the full control effect
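Kinetic readout of DNA synthesis with strand displacement by Pol beta. Compound and 10 nM enzyme sit 15 min at room temperature; 50 nM substrate starts the reaction, read immediately and at 10 min.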
LDHA inh – qHTS assay for inhibitors of human lactate dehydrogenase; actives 0.15% (n = 480,000); AID 1347041, 2019; purified LDHA, NADH/diaphorase-resazurin fluorescence; hits give low values; activity change, % (values are at about 110 or 230 µM); in the data active = activity change below about -30%; inconclusive = mostly about -25% to -30%;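 also: plate controls were DMSO wells for no effect and wells without enzyme for full effect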
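Resorufin fluorescence (ex540/em590), read at 0 and 20 min after diaphorase/resazurin addition, reports the NADH left after a 5 min room-temperature reaction of 2 nM human LDH5 with 0.06 mM NADH and 0.2 mM pyruvate.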
The depositor's hits bear a star; u = inconclusive; x = not tested or not shown; [ ] = remark or other dose. Unless noted, calls follow the shape of the dose curve; as a rule, active = well fitted curve in the direction sought with a large enough effect; inconclusive = small, poorly fitted or top-dose-only effect, or another doubt; inactive = no such curve, though single readings can be large; an effect the other way counts as inactive or inconclusive. These rows are one share of the data; rates above refer to the full screens.

SMILES | GRP78 ERSR act | Pol kappa inh | Pol eta inh | Apoferritin bind | POLI inh | APE1 inh | BLM inh | POLB inh | LDHA inh
O=C(Nc1nc2ccc(Cl)cc2s1)c1ccc(S(=O)(=O)N2CCCC2)cc1 | -4% | 1%[60.1 µM] | -13% | -7% | 15% | x | -2% | 10% | -6
CCC1CCCCN1C(=O)COC(=O)c1cc2ccccc2cc1O (stereo unspecified) | 8% | -7% | -18% | u | u | 0% | -4% | 6% | 2
CC(C)Oc1ccc(C(=O)NN2C(=O)NC3(CCCCC3)C2=O)cc1 | -2% | -6% | 2% | x | 11% | 33% | x | x | -14
Cc1ccc(C)c(N2N=C(C(=O)O)CCC2=O)c1 | -6% | -13% | -7% | 4% | 7% | 5% | 3% | 18% | -16
COc1ccc(S(=O)(=O)N2CCCC2CNC(=O)C(=O)NCc2cccs2)cc1 (stereo unspecified) | -2% | -7% | -5% | x | 49%[activator] | 1% | x | x | -8
Oc1cccc2ccc(/C=C/c3ccccc3Cl)nc12 | 4% | -15% | -9% | -1% | -20% | 33% | -9% | -8% | 6
C=CCn1c(SCc2c(Cl)cccc2Cl)nnc1-c1cccnc1 | -4% | -4% | -12% | -15% | -5% | 2% | -7% | 5% | 5
COc1ccccc1C(=O)C1CCCN(C(=O)C2=CC(=O)CC(C)(C)O2)C1 (stereo unspecified) | -4% | -1% | -10% | -12% | -6% | 26% | -1% | -3% | -1
Cc1ccc(-n2nc(C)cc2NC(=O)c2ccc(C)s2)cc1 | -3% | 8% | -4% | -13% | 8% | 1% | -5% | 2% | -3
CC(C)Cn1c(C(C)NC(=O)Cc2ccccc2)nc2ccccc21 (stereo unspecified) | -2% | 11% | -7% | 0% | 6% | -5% | 1% | 0% | 4
NC1=NS(=O)(=O)NC1c1ccc(Cl)cc1 (stereo unspecified) | -6% | -7% | 3% | -5% | 7% | 1% | 2% | 5% | 0
Cc1ccc(C(=O)CCC(=O)Nc2cccc(C)c2)cc1 | 3% | 10% | -11% | -15% | 29% | -2% | 0% | 39% | 0
CCN(C(=O)Cn1cnc2onc(-c3ccc(F)cc3)c2c1=O)c1cc(C)ccc1C | -4% | 3% | -3% | 6% | -9% | x | -12% | 4% | 1
O=C(CN1C(=O)NC(Cc2ccccc2)(Cc2ccccc2)C1=O)NCC1CCCCC1 | -7% | -6% | -18% | u | 10% | -4% | -3% | -25% | -4
Cn1ccc2c(OCC(=O)NCc3ccc(F)cc3)cccc2c1=O | 0% | -4%[60.1 µM] | -8% | 5% | 22% | x | 1% | 25% | -2
COc1ccc(C2(CNC(=O)c3cc([N+](=O)[O-])cc([N+](=O)[O-])c3)CCCC2)cc1OC | -3% | -4% | -21% | -6% | 147%[activator] | -1% | -3% | 2% | -1
Cc1ccc(-c2noc(CCC(=O)Nc3ccccc3C)n2)cc1 | -2% | -9% | -14% | -13% | -31% | -7% | 0% | 11% | -9
c1ccc(COc2ccccc2CNc2nn[nH]n2)cc1 | -3% | -2% | -11% | -6% | 8% | -6% | 1% | 37% | 0
COc1ccc(-c2c(C)nn3c(N)c(C#N)cnc23)cc1OC | -1% | 1% | -21% | 8% | 19% | 1% | -1% | 6% | -1
Cc1ccc(S(=O)(=O)CCC(=O)c2cccc([N+](=O)[O-])c2)cc1 | -13% | -12% | -4% | u | 84%[activator] | -8% | -1% | 8% | -7
Cc1cccc(C(=O)Nc2ccc(-c3nc4ncccc4o3)cc2C)c1 | -1% | -3%[60.1 µM] | 12% | -13% | -5% | x | -3% | -1% | -5
CCN(CC(=O)NCc1ccc(Cl)cc1)C(=O)CCc1ccccc1O | -2% | -21% | 7% | -3% | -7% | 17% | -5% | 19% | -6
COc1ccc(CCNC(=O)COc2ccc(S(=O)(=O)NC3CCCCC3)cc2Cl)cc1 | -2% | -3% | -19% | 30%[activator] | -4% | -6% | -7% | 1% | 5
O=C(COC(=O)c1cc[n+]([O-])cc1)Nc1ccc([N+](=O)[O-])cc1Cl | -2% | 9% | -4% | -1% | 13% | 0% | 2% | -1% | -5
COc1ccc([C@H]2CC(=O)C=C(c3ccc(OC)cc3OC)C2)cc1 | 3% | 1% | -23% | x | -3% | -9% | x | x | -1
COC(=O)C1=C(C)N=C2SCCC(=O)N2C1c1cc(Br)ccc1OC (stereo unspecified) | -3% | -17% | -7% | -18% | -1% | -3% | 0% | 12% | -9
Cc1ccccc1-c1nc(CN2CCC(C(=O)NCCCN3CC(C)CC(C)C3)CC2)c(C)o1 (stereo unspecified) | -2% | -3% | -2% | -10% | 22% | -2% | 6% | 31% | 0
Cn1c(C(=O)NCc2ccccc2)cc2oc3ccccc3c21 | 2% | -15% | -10% | 0% | 5% | -2% | -8% | -3% | -2
CCOC1=CC(=O)N(Cc2ccccc2)C1 | -2% | 7% | 16% | x | 31% | x | x | x | 2
CCOc1cc(C(=O)OCC(=O)Nc2ccc(Cl)cn2)ccc1OCC(=O)N1CCOCC1 | -5% | -9% | 0% | -10% | 23% | -4% | 1% | 34% | -4
CCOC(=O)c1sc(=S)n(Cc2ccccc2)c1C | -2% | -1% | -23% | -3% | 1% | 7% | -5% | -24% | 0
Cc1cnc(C(=O)N2CCCC(C(=O)c3ccc(C(C)(C)C)cc3)C2)cn1 (stereo unspecified) | 0% | -6% | -10% | -16% | 60%[activator] | 2% | 6% | 3% | 1
Cc1c(C(=O)Nc2nccs2)oc2c(Cl)cccc12 | 0% | 7% | -17% | x | 8% | 44% | x | x | -5
CCC(=O)N1CCc2cc(S(=O)(=O)NC(Cc3ccccc3)C(=O)NC3CCCCC3C)ccc21 (stereo unspecified) | -2% | -1% | -10% | -9% | 10% | 2% | -2% | -18% | -2
Cc1ccc(NC(=O)OCCNC(=O)c2ccncc2)cc1 | 7% | 0% | -17% | -10% | 69%[activator] | -2% | 0% | 4% | 1
O=C(Cn1c(=O)n(-c2ccc(F)cc2)c(=O)c2sccc21)c1ccccc1 | 1% | -16% | -14% | u | 17% | -1% | -3% | 2% | -23
COCCCNC(=O)c1ccc(CSCc2ccc(C)cc2)o1 | -2% | -10% | -11% | 3% | 105%[activator] | 54%[activator] | -3% | -23% | 1
CCOC(=O)C1(C)NC(c2ccco2)C2C(=O)N(C)C(=O)C21 (stereo unspecified) | -3% | 5% | -7% | -8% | -14% | 1% | -3% | 24% | -5
Cc1ccc2c(c1)C1CN(C)CCC1N2S(=O)(=O)c1ccccc1F (stereo unspecified) | -4% | -6% | -2% | x | -16% | 9% | x | x | -5
CCN(CC)S(=O)(=O)c1ccc(N2CCN(S(=O)(=O)c3ccccc3C#N)CC2)nc1 | -3% | -7% | -12% | -23% | -8% | 14% | -6% | 29% | 2

5 entries from above, tab-delimited:
Compound	GRP78 ERSR act	Pol kappa inh	Pol eta inh	Apoferritin bind	POLI inh	APE1 inh	BLM inh	POLB inh	LDHA inh
COCCCNC(=O)c1ccc(CSCc2ccc(C)cc2)o1	-2%	-10%	-11%	3%	105%[activator]	54%[activator]	-3%	-23%	1
Cc1cnc(C(=O)N2CCCC(C(=O)c3ccc(C(C)(C)C)cc3)C2)cn1 (stereo unspecified)	0%	-6%	-10%	-16%	60%[activator]	2%	6%	3%	1
CCC(=O)N1CCc2cc(S(=O)(=O)NC(Cc3ccccc3)C(=O)NC3CCCCC3C)ccc21 (stereo unspecified)	-2%	-1%	-10%	-9%	10%	2%	-2%	-18%	-2
CCOC(=O)c1sc(=S)n(Cc2ccccc2)c1C	-2%	-1%	-23%	-3%	1%	7%	-5%	-24%	0
NC1=NS(=O)(=O)NC1c1ccc(Cl)cc1 (stereo unspecified)	-6%	-7%	3%	-5%	7%	1%	2%	5%	0

More records.
SMILES | GRP78 ERSR act | Pol kappa inh | Pol eta inh | Apoferritin bind | POLI inh | APE1 inh | BLM inh | POLB inh | LDHA inh
Cc1cc(C)n(S(=O)(=O)Cc2ccccc2)n1 | 0% | -3% | -9% | -10% | -7% | -1% | -6% | -4% | 3
Cc1sc2ncn(CC(=O)N3CCCCC3)c(=O)c2c1S(=O)(=O)N1CCC(C)CC1 | -4% | 4% | -22% | -9% | 131%[activator] | 58%[activator] | -4% | 7% | 0
Cc1ccc2[nH]c3ccccc3c(=O)c2c1 | 2% | -17% | -8% | 142%[activator] | 112%[activator] | 5% | -5% | u | 1
Cc1c(CN2CCC(C(=O)Nc3ccc(Oc4ccccc4)nc3)CC2)cnn1C | -1% | 2% | -17% | -14% | 21% | 22% | 2% | -1% | -2
CCOc1ccc(N/C=C/C(=O)c2ccc(OC)cc2)cc1 | 2% | -24% | -8% | -5% | 7% | 6% | -1% | 64% | -5
O=C(NC(=S)NC(=O)c1ccccc1F)c1ccccc1F | 0% | -9% | -10% | -12% | 104%[activator] | 2% | -7% | -1% | -1
CC1(C)NC(=O)N(CC(O)CN2C(=O)CCC2=O)C1=O (stereo unspecified) | -3% | 12% | 1% | -2% | 10% | -4% | -4% | 7% | -3
Cc1ccc(-n2c(Cn3ncc4ccccc4c3=O)n[nH]c2=S)cc1 | 0% | 12% | -6% | -8% | 22% | 12% | -4% | 56%[activator] | -2
CCN(CC)C(=O)C1(P(=O)(c2ccccc2)c2ccccc2)CCC1 | -2% | 6% | -10% | 1% | 18% | 2% | 1% | 3% | 0
COc1ccccc1-c1cncnc1NCc1cccs1 | 1% | 5%[60.1 µM] | x | x | x | 3% | -1% | x | x
COc1ccc(C)cc1S(=O)(=O)NCc1cccs1 | -1% | -1% | -14% | 4% | -7% | 2% | 0% | 9% | -2
Cc1ccc2ccc3cc(C(=O)Nc4ccc(C)c(F)c4)nc3c2[nH]1 | u | -15% | -11% | 18% | 89µM* | x | -8% | u | -19
